# Screening results as filed in PubChem BioAssay.
# PV pol inh – poliovirus RdRp elongation inhibitors, primary screen, biochemical, fluorescence polarization, total intensity; Genome polyprotein (Poliovirus type 1 (strain Mahoney)), P03300; poliovirus polymerase elongation; hits give low values; % elongation, % (compound at 16.7 µg/mL); hit rate 0.66% among 150,000; in the data active = % elongation below about 90%; also: some results filed as inactive read as strong as hits
# Target sequence (P03300 1749-2209 limits assumed): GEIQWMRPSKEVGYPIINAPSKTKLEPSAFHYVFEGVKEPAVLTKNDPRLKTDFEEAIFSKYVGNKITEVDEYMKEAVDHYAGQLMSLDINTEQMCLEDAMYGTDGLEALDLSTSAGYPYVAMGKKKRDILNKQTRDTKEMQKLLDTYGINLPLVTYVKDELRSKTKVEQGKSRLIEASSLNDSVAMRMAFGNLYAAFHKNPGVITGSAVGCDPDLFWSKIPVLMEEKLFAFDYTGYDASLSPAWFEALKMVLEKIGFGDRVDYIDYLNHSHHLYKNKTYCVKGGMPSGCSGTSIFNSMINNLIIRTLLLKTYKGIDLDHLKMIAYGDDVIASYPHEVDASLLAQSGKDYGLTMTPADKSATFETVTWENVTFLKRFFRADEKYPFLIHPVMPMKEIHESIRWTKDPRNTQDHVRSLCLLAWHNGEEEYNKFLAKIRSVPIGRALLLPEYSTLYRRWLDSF
# PV pol inh FP z-score – second read-out of PV pol inh, no call of its own (marks repeat the call); z-score; measured here: FP z-score; hits read low
# Active calls of the source: *. Some of the compounds tested; rates above refer to the full screens.
Structure,PV pol inh,PV pol inh FP z-score
CCc1nn(CC(=O)NCc2cccc(OC)c2OC)c(=O)c2cc3occc3n12,109,-0.4
CS(=O)(=O)c1cccc(S(=O)(=O)Nc2cccc(C(F)(F)F)c2)c1,102,0.1
Cc1ccc(CNS(=O)(=O)c2ccc(-c3cnc(C4CC4)o3)cc2)cc1,97,-2.2
Oc1ccccc1C(Nc1ccccn1)c1ccc2cccnc2c1O (centres undefined),130,2.8
Cc1cccc2sc(N(Cc3cccnc3)C(=O)COc3ccccc3)nc12,103,-0.9
Cc1ccc(-c2nnc(Nc3ccc(S(N)(=O)=O)cc3)c3ccccc23)cc1S(=O)(=O)N1CCN(C)CC1,105,0.7
O=C(O)c1ccc(N=Cc2cccn2-c2ccc(Br)cc2)cc1,98,-0.5
Cn1cnc(S(=O)(=O)N2CCC(C(=O)NCc3ccccc3)CC2)c1,102,-1

# As entered above:
# Entry of Cc1cccc2sc(N(Cc3cccnc3)C(=O)COc3ccccc3)nc12 in PV pol inh FP z-score: -0.9
# Entry of Oc1ccccc1C(Nc1ccccn1)c1ccc2cccnc2c1O (centres undefined) in PV pol inh FP z-score: 2.8

# (list continues)
Structure,PV pol inh,PV pol inh FP z-score
Cc1ccc(CNC(=O)CCCn2c(=O)c3sccc3n(CC(=O)Nc3c(C)cccc3C)c2=O)cc1,109,0.7
CSc1ccccc1C(=O)OCC(=O)NC1CC1,104,0.2
CC(Cl)(Cl)/C(O)=C(\C#N)c1nnc2n1CCCCC2,101,0
COc1ccc(C)cc1NC(=O)C(=O)NCC(c1cccnc1)N1CCN(c2ccccc2F)CC1 (centres undefined),109,0.3
Cc1cccc(C)c1Nc1c(-c2ccc(Cl)s2)nc2ncccn12,110,-0.6
Cc1ccccc1Nc1c(-c2cccnc2)nc2cccc(C)n12,108,-0.1
C=CCNC(=O)c1ccc(-c2cc(C(F)(F)F)ccc2Cl)o1,102,0
CSC1=N/C(=C\c2ccc(Br)cc2)C(=O)S1,101,0
CC(=O)Nc1cccc2c1C(=O)NC2=O,106,0.3
NC(CC(=O)O)c1ccccc1C(F)(F)F (centres undefined),105,0.7
C=CCN1C(=O)C(CC(=O)NCC(=O)O)SC1=Nc1ccc(Cl)cc1 (centres undefined),99,-0.5
O=C1CN(C(=O)c2ccc3c(c2)S(=O)(=O)c2ccccc2C3=O)c2ccccc2N1,108,0.8
Cc1c(N=c2scc(-c3ccccc3)n2-c2ccccc2)c(=O)n(-c2ccccc2)n1C,107,0.2
O=C(O)COCC(=O)Nc1ccc(Oc2cccc(C(F)(F)F)c2)nc1,104,0
C#CCOC(=O)Nc1ccc(Cl)c(Cl)c1,100,-0.1
CC1(C)CC(=O)c2cc(C(=O)O)c(=O)n(-c3ccccc3)c2C1,101,-0.1

# Compound profiles, from the list above. Screens in order: PV pol inh | PV pol inh FP z-score
# Entry for `NC(CC(=O)O)c1ccccc1C(F)(F)F` (centres undefined) : 105 | 0.7
# Entry for `O=C1CN(C(=O)c2ccc3c(c2)S(=O)(=O)c2ccccc2C3=O)c2ccccc2N1` : 108 | 0.8
# Entry for `C=CCN1C(=O)C(CC(=O)NCC(=O)O)SC1=Nc1ccc(Cl)cc1` (centres undefined) : 99 | -0.5

# Remaining list, next part.
Structure,PV pol inh,PV pol inh FP z-score
Cc1ccc(N2C(=O)N(Cc3c(C)noc3C)C(=O)C2C)cc1 (centres undefined),101,-0.3
COc1ccc(OC)c(NC(=O)c2cccnc2)c1,97,-0.8
O=C(Cc1csc2ccccc12)NCc1cccc(Br)c1,104,-1.1
Cc1ccccc1OCC(=O)OCc1cc(=O)n2nc(C3CC3)sc2n1,112,1.1
O=C(NCc1nc2ccccc2[nH]1)c1cccc(Cl)c1,108,0.7
O=C(CCn1nnc(-c2cccs2)n1)NCc1ccccc1Cl,100,-0.4
CCOC(=O)C1CCN(C(=O)c2ccc(NC(=O)c3nsc4ccccc34)cc2)CC1,106,-0.4
CCOC(=O)c1sc(NC(=O)/C=C/c2ccc(OCC)cc2)c(C(=O)OCC)c1C,107,0.5
O=C(Nc1nccs1)c1ccccc1NS(=O)(=O)c1ccc(F)cc1,100,-0.7
COc1ccc(N2CCN(C(=O)c3cnn(-c4ccc(F)cc4)c3-n3cccc3)CC2)cc1,112,1.1
Cc1cc(NC(=O)c2ccc3c(c2)N(Cc2cccc(Cl)c2)C(=O)c2ccccc2S3(=O)=O)ccc1Br,102,-0.7
Cc1ccc(-n2c(SCC(=O)NC(C)(C)C)nc(O)cc2=O)cc1,121,7.3
Cc1ccc(-n2nc(C)c3c(C)cc(=O)n(CC(=O)NC(C)c4ccccc4)c32)cc1 (centres undefined),112,1.7
C=CCn1nnnc1SCC(=O)c1ccc(Cl)c(Cl)c1,99,-0.5
CCOC(=O)c1ccc2c(c1)nc(SCc1nc3ccccc3s1)n2CC,118,2.2
CC(C)(C)NC(=O)c1cnc2n(c1=O)CCS2,101,0.2
COc1ccc(Cn2c(=O)[nH]c3cc(C(=O)NCCC(C)C)ccc3c2=O)cc1,103,-0.5
Cc1nc2c(C(=O)NCCc3ccccc3Cl)c[nH]n2c(=O)c1Cl,102,0
COC(=O)CSC1=C(C#N)C(=O)NC(/C=C/c2ccccc2)S1 (centres undefined),102,0
Cc1ccc(Cl)cc1NC(=O)/C(C#N)=C/c1c(C)n(Cc2ccccc2)c2ccccc12,108,0.6
CCOc1ccc(C2=NC(c3cccs3)=Nc3ccc(CC)cc3N2)cc1OCC,108,0
CCc1ccc(C(=O)NCC2(c3ccccc3)CCOCC2)o1,104,0.6
O=C(CSc1nnc2c(n1)[nH]c1ccccc12)OCN1C(=O)c2ccccc2C1=O,102,0.1
C=CCNC(=O)c1ccc2c(c1)nnn2C,102,-0.1
CCN(C(=O)c1cc(S(=O)(=O)N2CCCCC2)c[nH]1)c1ccc(OC)cc1,107,0
Cc1ccc(/C=N/NC(=O)C2=NNC(=O)C2C)o1 (centres undefined),102,0.2
O=C(COc1coc(CN2CCc3ccccc32)cc1=O)c1ccccc1,104,0.5
Cn1c(C(=O)Nc2ccc3c(c2)OCCO3)cc2c(=O)[nH]c3ccccc3c21,103,1
CCOc1ccc(-n2nc(CO)c(C(=O)NCC(C)O)n2)cc1 (centres undefined),103,-0.7
C=CCn1c(=S)sc2c(=O)[nH]cnc21,103,0.1
COc1ccc2nc(NC(=O)COC(=O)c3cccc(S(=O)(=O)N4CCOCC4)c3)sc2c1,106,0.6
COc1ccc(N2CCN(Cc3nc4c(c(=O)[nH]c(=O)n4C)n3Cc3ccccc3C)CC2)cc1,106,0.4

# Some of the entries above in a different format:
CCOc1ccc(-n2nc(CO)c(C(=O)NCC(C)O)n2)cc1 (centres undefined)
  PV pol inh = 103; PV pol inh FP z-score = -0.7

C=CCn1c(=S)sc2c(=O)[nH]cnc21
  PV pol inh = 103; PV pol inh FP z-score = 0.1

COc1ccc2nc(NC(=O)COC(=O)c3cccc(S(=O)(=O)N4CCOCC4)c3)sc2c1
  PV pol inh = 106; PV pol inh FP z-score = 0.6

COc1ccc(N2CCN(Cc3nc4c(c(=O)[nH]c(=O)n4C)n3Cc3ccccc3C)CC2)cc1
  PV pol inh = 106; PV pol inh FP z-score = 0.4

# More compounds follow.
Structure,PV pol inh,PV pol inh FP z-score
COc1ccc2cc(CCNC(=O)C3CCCCC3)c(=O)[nH]c2c1,102,0.6
CN(C(=O)CNC(=O)c1ccc(Cl)cc1)C1CCCCC1,104,0.6
NS(=O)(=O)c1ccc(-n2cccc2/C=C2/C(=O)NN(c3ccccc3)C2=O)cc1,102,0
CN(c1ccccc1)S(=O)(=O)c1cccs1,101,0
O=C(Cn1cnc2scc(-c3ccccc3)c2c1=O)NCc1ccco1,100,-0.3
Cc1nn(-c2ccccc2)c(N)c1N=Nc1cccnc1,104,0.2
Cc1ccc(C)c(N2CCN(S(=O)(=O)c3ccc(-c4cc(C(F)(F)F)on4)s3)CC2)c1,103,-0.8
O=c1[nH]c(CN2CCOCC2)nc2ccccc12,70*,-5.9*

# Carrying on.
smiles	PV pol inh	PV pol inh FP z-score
CC(C)CCN(C(=S)Nc1ccc(C(C)C)cc1)C1CCN(C(C)C)CC1	101	-0.2
CCOc1ccc2nc(NC(=O)c3cccn(Cc4ccccc4Cl)c3=O)sc2c1	108	0
Cc1noc(NS(=O)(=O)c2ccc(NC(=O)c3ccc(Br)cc3)cc2)c1C	101	-0.2
CCc1c(C)sc2c1CCN(C(=O)Nc1cc(OC)c(OC)c(OC)c1)C2c1ccccc1 (centres undefined)	107	0.3
CCOC(=O)c1nn(-c2ccccc2)c(N=Nc2ccc3c(c2)OCO3)c1O	100	-0.1
CC1(C)CC(=O)c2cc(C(=O)Nc3ccc(Br)cc3)c(=O)[nH]c2C1	100	-1.5
Cc1ccc(CSc2nc3c([nH]c4ccccc43)c(=O)n2C)cc1	108	0.4
CCC1(C)OC(=O)N(CCc2c(C)[nH]c3ccccc23)C1(C)O (centres undefined)	108	0.8
CC(=O)NCC(=O)N1CCN(Cc2ccc3c(c2)OCO3)CC1	103	0.2
CCOc1ccc(-c2nnc(SCC(=O)NCc3ccc(C)cc3)nc2-c2ccc(OCC)c(OC)c2)cc1OC	108	0.4
COc1ccc(OCC(=O)NC(Cc2c[nH]c3ccccc23)C(=O)O)cc1 (centres undefined)	105	0
CCN1CCN(CCNC(=O)C2CCC(Cn3c(=S)[nH]c4ccccc4c3=O)CC2)CC1 (centres undefined)	98	-1.3
CCOc1ccc(-n2nc3ccc(NC(=O)COc4ccccc4)cc3n2)cc1	103	0
O=C1Cc2cc(S(=O)(=O)Nc3cccc(C(F)(F)F)c3)cc3c2N1CCC3	104	-0.7
O=C(OCc1nc2ccccc2s1)C1CCN(S(=O)(=O)c2ccccc2C(F)(F)F)CC1	106	0.6
NC(=O)c1nn(-c2ccccc2)c(=O)cc1O	99	-0.7
COc1ccc2oc(-c3ccc(C)c(NC(=O)Cc4ccc(Cl)cc4)c3)nc2c1	96	-2.5
CC(C)(C)c1csc(-c2ccc(OC(F)(F)F)cc2)n1	103	-0.3
CCc1nc2ccccc2n1CCCCOc1ccc(Cl)cc1	104	-0.4
O=C(CCCn1ncn2c(cc3occc32)c1=O)NCc1ccccc1	101	-0.4
Cc1ccc(NC(=O)C2CCN(c3nc4ccccc4nc3C(F)(F)F)CC2)cc1F	114	1.4
NC(=O)COc1ccc(/C=C2/NC(=O)NC2=O)cc1	101	0
COc1ccc(C(=O)Nc2nnc(S(=O)(=O)N3CCOCC3)s2)cc1	98	-2.4
CC(NC(=O)C1C(=O)NC2(C)CC1c1ccccc1O2)c1ccccc1 (centres undefined)	106	0.3
Cc1ccc(-c2[nH]nc3nc(C(=O)O)cc(-c4cccc5ccccc45)c23)cc1	99	-0.8
Cc1cc(OCC(=O)c2ccc(F)cc2)ccc1N1C(=O)CCC1=O	100	0.1
CCn1c(CCC(=O)NCc2ccc(C)cc2)nc2cc(S(=O)(=O)N(C)C)ccc21	104	0.2
CC1CCN(c2nc3ccc(C(=O)NCc4ccc(Cl)cc4)cc3s2)CC1	112	1.6
CCN1CCN(Cc2csc(C)c2C)CC1	102	0.2
CCOc1ccc(C(=O)Nc2ccc(-c3nc4ccccc4o3)cc2)cc1Br	104	0.7
CCOC(=O)c1cccc(NC(=O)c2ncoc2-c2ccco2)c1	105	-0.1
Cc1ccc(CC(=O)N2CCN(S(C)(=O)=O)CC2)cc1	104	1.1
c1ccc2c(c1)oc1c(N3CCCCC3)ncnc12	102	0
C=CCOC1C=CC=CC1C(c1c(C)[nH][nH]c1=O)c1c(C)[nH][nH]c1=O (centres undefined)	101	-0.3
CC(=O)Oc1c(C(C)(C)C)ccc(C(C)(C)C)c1O	100	0
CCN(CC)CCC1S(=O)(=O)CC(c2ccccc2)CS1(=O)=O (centres undefined)	102	-0.3
OCC[N+]12CCCCC1[C@H](CO)CCC2 (some centres undefined)	102	0.4
CC(C)Cn1cc(NC(=O)N2CCN(c3cccc(C(F)(F)F)c3)CC2)c2ccccc2c1=O	103	-0.1
Cc1cc(C)n(CCC(=O)NC2CCCc3ccccc32)n1 (centres undefined)	100	-0.2
CCOC(=O)N1CCC(NC(=O)CCS(=O)(=O)c2ccc3c(c2)CCN3C(=O)CC)CC1	100	-0.2
Cc1ccc(-c2noc(-c3cc(C(C)C)[nH]n3)n2)cc1	102	0.4
COc1ccc(OC(=O)c2csc(Cc3c(Cl)cccc3Cl)n2)cc1	110	1.4
Cc1ccc(/C=C/C(=O)NCCCn2ccnc2)cc1	104	0.6
O=C(Nc1cc(=O)[nH]c(=O)[nH]1)c1cc(Br)ccc1Cl	100	-0.3
Cc1ccc(NC(=O)NCCCN2CCCC2=O)cc1	103	0.6
CCCCn1c(CCNC(=O)c2ccco2)nc2ccccc21	104	0.3
CCNC(=S)N1CCC(C(=O)c2ccc3c(c2)OCCO3)CC1	102	0.2
O=C(CN1CCSc2ccccc21)N1CCN(c2ccccc2)CC1	107	0.1
Cc1ccc(/C=N/n2cnc3sc(C)c(C)c3c2=O)o1	101	0
C=C(C)[C@@H]1[C@H]2OC(=O)[C@@H]1[C@]1(O)C[C@H]3O[C@]34C(=O)OC2[C@]14C (some centres undefined)	100	0.1
O=C(O)CCc1nc(-c2cccnc2)no1	99	-0.6
CCC12CN3CC(CC)(CN(C1)C31C(=O)N(C)c3ccc(C)cc31)C2=O (centres undefined)	100	-1.3
COC(=O)c1ccc(Sc2ccc(Cl)cc2)c(N)c1	104	1
CCSC1=N/C(=C\c2cc3c(cc2Br)OCO3)C(=O)S1	101	-0.2
CCc1ccc(NC(=O)C2CCN(S(=O)(=O)c3c(C)noc3/C=C/N(C)C)CC2)cc1	99	-1
Cn1nc(C(=O)NCCN2CCOCC2)c2c1-c1ccccc1CC2	102	0.4
COc1ccccc1CNC(=O)c1c2c(nc3ccccc13)C(=O)N(C1CCCCC1)C2	109	0.3
Cc1ccc(C)n1-c1c(C(=O)NCCC(C)C)sc2ncccc12	99	-1.9
COc1cccc(NC(=S)/N=C(\N)Nc2nc(C)c3ccccc3n2)c1	101	-0.1
COc1ccc(/C=C/c2nc(C#N)c(N3CCCCCC3)o2)cc1OC	113	1.2
